Compound activity from PubChem.
RNase H inhibition – RNase H inhibition, HIV 1 Gag Pol polyprotein, FRET biochemical assay, screening (AID 372); 100,000 tested, 0.77% active; HIV-1 RT RNase H, FRET RNA/DNA substrate fluorescence; higher % means a stronger effect; inhibition, % at 10 µM, or IC50 in µM where a hit was titrated; in the data active = inhibition above about 50%
Numbers without * were called inactive.

SMILES	RNase H inhibition
Cc1ccc(C(=O)N/N=C/c2ccc(-c3ccc(Br)cc3[N+](=O)[O-])o2)o1	45%
O=C1C(=O)N(c2ccc(F)cc2)C(c2cccc([N+](=O)[O-])c2)/C1=C(\O)c1ccccc1 (centres undefined)	1%
O=C(/C=C/c1cccc([N+](=O)[O-])c1)Nc1ccc2nn(-c3ccccc3)nc2c1	43%
CS(=O)(=O)N(CC(=O)NCCSc1ccccc1)c1cccc2ccccc12	35%
CN(C)c1ccc(NC(=S)NC(=O)c2ccc(I)cc2)cc1	9%
COC(=O)COc1ccc(C=Nc2ccc(Cl)c(Cl)c2)cc1	16%
C[n+]1ccc(/C=C/c2ccc3c(c2)OCO3)cc1	5%
COc1ccc(-c2noc(-c3cccc(I)c3)n2)cc1	22%
COc1cc(OC)c(OC)cc1CN1CCN(C/C=C/c2ccccc2)CC1	14%
Oc1cccc(Nc2nc(-c3ccc4ccccc4c3)cs2)c1	48%
COc1ccc(CNC(=O)CN(c2cc(OC)ccc2OC)S(C)(=O)=O)cc1	26%
CCN1C(=O)/C(=C/c2ccc(C(C)(C)C)cc2)SC1=S	4%
Cc1cc(C)c(S(=O)(=O)Nc2ccc(Br)c3cccnc23)c(C)c1	21%
O=C(CCCC(=O)OCC(F)(F)C(F)F)Nc1ccc(Cl)cc1	10%
CCOC(=O)c1ccc(N=C(C)C2=C(O)c3ccccc3C2=O)cc1	16%
CC1CCCC(C)N1C(=O)c1ccc(F)cc1F (centres undefined)	5%
COc1cc([N+](=O)[O-])cc(C=Nc2cccc(C(F)(F)F)c2)c1O	11%
C/C=C/COC(=O)C1=C(C)NC(=O)NC1c1cccc(OC)c1 (centres undefined)	10%
CC(=O)/C(C(=N)N1CCCC1)=C(\C)O	13%
O=C(N/N=C/c1ccccn1)c1ccc(O)cc1O	0%
Cc1ccc(N=Cc2ccc(Cl)c([N+](=O)[O-])c2)cc1Br	7%
O=C1C(Cl)=C(Nc2ccc(Cl)c(Cl)c2)C(=O)N1c1ccccc1	16%
CC1=C(C(=O)Nc2ccccc2C)C(c2ccc3c4c(cccc24)CC3)NC(=S)N1 (centres undefined)	8%
O=[N+]([O-])c1ccc(N2CCN(C(c3ccccc3)c3ccccc3)CC2)c([N+](=O)[O-])c1	0%
Cc1ccc2[nH]c3nc(N/N=C/c4cccs4)nnc3c2c1	16%
Cc1cc(C)cc(NC(=O)c2ccncc2)c1	10%
C/C(=N\N1CCN(c2ccccc2)CC1)c1ccco1	5%
COc1ccc(C2/C(=C(/O)c3ccccc3)C(=O)C(=O)N2c2nccs2)cc1 (centres undefined)	29%
CCOc1ccc(/C=N/NC(=O)C(=O)Nc2ccc(F)cc2)cc1	0%
COC(=O)c1cc(Cl)c(NC(=O)c2cc(OC)c(OC)c(OC)c2)cc1OC	0%
Cc1cc(=O)[nH]c(N/N=C/c2ccc(F)cc2)n1	2%
COc1cc(C(=O)N/C(N)=N/c2nc3ccccc3o2)cc(OC)c1OC	5%
COc1cc2c(cc1NC(=O)c1c(-c3c(Cl)cccc3Cl)noc1C)oc1ccccc12	4%
CN(C)c1ccc(/C=C(\C#N)c2nc(-c3ccc(Cl)c(Cl)c3)cs2)cc1	4%
CCOc1ccc2nc(SC)nc(C)c2c1	0%
CCN(CC)c1ccc(/C=C2\SC(=S)NC2=O)c(OC)c1	36%
COc1cc(C(=O)N2c3ccccc3-c3c(ssc3=S)C2(C)C)cc(OC)c1OC	20%
COc1cc(C)ccc1OCCCCOc1ccc([N+](=O)[O-])cc1Cl	32%
Cc1cc(C)n(/N=C/c2cc([N+](=O)[O-])ccc2Cl)c(=O)c1	21%
Cc1ccc(N=CNc2ccc(C)c(C)c2)cc1C	15%
O=C(NC(=S)Nc1ccc2oc(-c3cc(I)ccc3Cl)nc2c1)c1ccco1	0%
Cc1cc2nn(-c3ccc(Cl)cc3)nc2cc1NC(=O)c1ccc(-c2ccccc2[N+](=O)[O-])o1	12%
Cc1cccc(C(=O)Oc2ccc(/C=C3/SC(=S)N(c4ccccc4)C3=O)cc2)c1	0%
CC1=C(C#N)C(c2cccc(O)c2)C2=C(CC(C)(C)CC2=O)N1 (centres undefined)	7%
CS(=O)(=O)N(CC(=O)Nc1ccccc1Cl)c1ccc(Cl)cc1	2%
CSc1nnc(-c2ccco2)n1-c1ccccc1	0%
Cc1ccc(N2CC(C(=O)NC3CC3)CC2=O)cc1 (centres undefined)	2%
COc1ccc(/C=N/NC(=O)c2ccn[nH]2)cc1COc1ccc([N+](=O)[O-])cc1	7%
O=C(Nc1ccc(O)c(-c2nc3ccccc3o2)c1)c1ccccc1	13%
C/C(=N\Nc1nc(-c2ccccc2)cc(-c2ccc(Br)cc2)n1)c1ccccc1	13%
Cc1ccc(C)c(C(=O)CSc2n[nH]c(-c3ccccc3)n2)c1	11%
Cc1cc(=O)oc2cc(OC(=O)CN3C(=O)c4cccc([N+](=O)[O-])c4C3=O)ccc12	10%
CCOC(=O)c1c(C)[nH]c(N=Nc2ccccc2C)c1C	14%
CC1=C(C(=O)OC2CCCCC2)C(c2ccc(Cl)cc2Cl)C2=C(CC(c3ccccc3)CC2=O)N1 (centres undefined)	18%
CC1(C)C(c2ccccc2)=NC(c2ccc(F)cc2)N1O (centres undefined)	14%
NS(=O)(=O)c1ccc(NC(=O)c2ccc(N3C(=O)CCC3=O)cc2)cc1	8%
CN(Cc1ccccc1)C(=O)c1cc(Cl)ccc1Cl	0%
OC(c1ccccc1)(c1ccccc1)c1ccnn1-c1ccccc1	0%
Cn1c(=N)n(CC(=O)c2ccc(Cl)c(Cl)c2)c2ccccc21	15%
CCOC(=O)c1c(-n2c(C)cc(/C=C(\C#N)C(=O)Nc3ccc(F)cc3)c2C)sc2c1CCCC2	25%

In another format: four of the compounds above.
SMILES: CSc1nnc(-c2ccco2)n1-c1ccccc1
  RNase H inhibition = 0%
SMILES: Cc1ccc(N2CC(C(=O)NC3CC3)CC2=O)cc1 (centres undefined)
  RNase H inhibition = 2%
SMILES: COc1ccc(/C=N/NC(=O)c2ccn[nH]2)cc1COc1ccc([N+](=O)[O-])cc1
  RNase H inhibition = 7%
SMILES: O=C(Nc1ccc(O)c(-c2nc3ccccc3o2)c1)c1ccccc1
  RNase H inhibition = 13%

Returning to the listing; the five compounds before the break are reprinted first.
SMILES	RNase H inhibition
NS(=O)(=O)c1ccc(NC(=O)c2ccc(N3C(=O)CCC3=O)cc2)cc1	8%
CN(Cc1ccccc1)C(=O)c1cc(Cl)ccc1Cl	0%
OC(c1ccccc1)(c1ccccc1)c1ccnn1-c1ccccc1	0%
Cn1c(=N)n(CC(=O)c2ccc(Cl)c(Cl)c2)c2ccccc21	15%
CCOC(=O)c1c(-n2c(C)cc(/C=C(\C#N)C(=O)Nc3ccc(F)cc3)c2C)sc2c1CCCC2	25%
Cc1cc(C)cc(NC(=O)c2cccs2)c1	0%
CSc1nc2ccc(NC(=O)c3cccs3)cc2s1	16%
COc1cc(C=O)ccc1OCCCOc1cc(C)c(Cl)cc1C	21%
O=C1CSC2(O1)C1CC3CC(C1)CC2C3 (centres undefined)	5%
Cc1ccc(NCc2c3ccccc3c(CNc3ccc(C)cc3Br)c3ccccc23)c(Br)c1	4%
Cc1cccc(C)c1NC(=O)C(C)Oc1cccc(Cl)c1 (centres undefined)	0%
COc1ccc(C(=O)COc2cc(C)cc3oc(=O)cc(-c4ccccc4)c23)cc1	8%
CCc1c(O)nc(SCC(=O)Nc2cccc3ccccc23)[nH]c1=O	7%
O=C(/C=C/c1ccc2c(c1)OCO2)NCCSc1ccccc1	8%
O=C(Nc1ccc2oc(-c3cccc(I)c3)nc2c1)c1cc([N+](=O)[O-])ccc1Cl	21%
COc1ccc(NC(=O)C(=O)N/N=C/c2cccc(OC)c2O)cc1	17%
O=C1NC(=O)N(Cc2ccccc2)C(=O)/C1=C/c1ccc(-c2ccc([N+](=O)[O-])cc2)o1	63%*
O=C(CCNc1ccc(Cl)c(C(F)(F)F)c1)c1ccco1	7%
CCOC(=O)c1cc(-c2ccc(-c3ccccc3)cc2)nc2ccccc12	1%
O=C(COc1ccc(Cl)cc1[N+](=O)[O-])N/N=C\c1cc2c(cc1Br)OCO2	10%
O=C(O)CCCCCC1CCNC(=O)N1 (centres undefined)	7%
COc1ccc(CC(=O)NNC(=O)c2cccs2)cc1OC	0%
C/C(=N\N=C1\NC(=O)C(CC(=O)Nc2ccc(Cl)cc2Cl)S1)c1ccc(Cl)cc1 (centres undefined)	9%
Cc1c(OC(C)C(=O)O)ccc2c(-c3ccccc3)cc(=O)oc12 (centres undefined)	0%
COc1ccc(C(c2c(C)n(C)n(-c3ccccc3)c2=O)c2c(C)n(C)n(-c3ccccc3)c2=O)cc1	9%
CN(/N=C\c1cc(Br)ccc1O)c1nc(-c2ccccc2)cc(-c2ccccc2)n1	1%
COC(=O)c1ccc(/C=C2\SC(=S)N(c3cccc(C(F)(F)F)c3)C2=O)cc1	0%
NC(=O)c1ccccc1N=Cc1ccc(Cl)cc1	3%
Cc1cc(C)nc(SCN2C(=O)c3ccccc3C2=O)n1	47%
C=CCn1c(O)c(C2=c3cc(C)ccc3=NC2=O)sc1=S	13%
CC(C)CC(=O)Nc1ccc(Cl)cn1	6%
C[C@H](NC(=O)CCc1ccccc1)c1ccccc1	10%
NC(=O)NC(c1ccccc1)c1ccccc1I (centres undefined)	0%
Cc1ccc(C(=O)Nc2cccc3nsnc23)cc1	11%
O=C(Cc1ccccc1)N1N=C(C(F)(F)F)CC1(O)c1ccc(Cl)cc1 (centres undefined)	24%
COc1ccc(-n2c(C)cc(/C=C(\C#N)C(=O)Nc3cccc(Cl)c3)c2C)cc1	2%
O=C(/C=C/Nc1ccc(F)c(Cl)c1)c1ccc(Br)cc1	3%
O=C(O)C1CC(O)CN1C(=S)Nc1ccccc1 (centres undefined)	8%
COc1ccc(NC(=O)C2CC(=O)N(c3ccc(C)cc3)C2)cc1 (centres undefined)	0%
CCCCOC(=O)c1ccc(NC(=O)c2cc([N+](=O)[O-])ccc2Cl)cc1	21%
O=C1C(Cl)=C(NCc2ccccc2)C(=O)N1c1ccccc1	8%
O=C(Cc1ccccc1)Nc1ccc(Cc2ccncc2)cc1	6%
COC(=O)C1=C(C)N(c2ccc(Br)cc2)C(=O)/C1=C\c1ccccc1O	22%
CCN1C(=O)/C(=C\c2cn(-c3ccccc3)nc2-c2ccc(Br)cc2)SC1=S	0%
CC(=O)c1ccc(Nc2nc(-c3ccccc3)c3cc(Cl)ccc3n2)cc1	3%
COCc1cc(C)nc(N/N=C/c2c[nH]c3ccccc23)c1C#N	16%
CC1(c2ccccc2)CC(O)CC(c2ccccc2)N1 (centres undefined)	4%
COc1ccc(NC(=O)CCCN2C(=O)/C(=C/c3ccccc3Cl)SC2=S)cc1	12%
O=C(NCc1ccccc1)c1cc2cc(Br)cc(Br)c2oc1=O	16%
COC(=O)CN1C(=O)/C(=C\c2cccc([N+](=O)[O-])c2)SC1=S	7%
Cc1ccc(-c2csc(NC(=O)c3ccc(Br)o3)n2)c(C)c1	6%
CCOc1ccccc1OCCCSc1ccc(Cl)cc1	27%
O=C(NCc1cccs1)c1nn2c(C(F)(F)F)cc(-c3ccco3)nc2c1Cl	12%
CN1C(=O)/C(=C\c2ccccc2OCCOCCOc2ccccc2)SC1=S	40%
CC(=O)c1ccc(NC(=O)c2cc3ccccc3o2)cc1	5%
O=C(N=Nc1c(O)[nH]c2ccccc12)c1cccc(Br)c1	7%
CCCCOC(=O)c1ccc(NC(=O)c2oc3ccc(C)cc3c2C)cc1	19%
CCOC(=O)C1=C(C)N=c2s/c(=C/c3ccc(C)c(OC)c3)c(=O)n2C1c1ccc(N(C)C)cc1 (centres undefined)	9%
C=CCN1C(=O)/C(=C\c2ccc(OCc3ccccc3F)c(OC)c2)SC1=S	9%
O=c1oc2ccccc2cc1-c1nc(-c2ccc(Br)cc2)cs1	3%
O=C(Nc1c[nH]c(=O)[nH]c1=O)c1cccc(Br)c1	3%
Brc1ccccc1CN1CCSCC1	3%
O=C1OC(c2cccc(F)c2)=N/C1=C\c1ccc(OCc2cccc([N+](=O)[O-])c2)cc1	22%
CCOc1ccc(NC(=O)c2c(NC(=O)c3ccc([N+](=O)[O-])cc3)sc3c2CCCC3)cc1	18%
C=CCc1cccc(/C=N/Nc2nc3ccccc3[nH]2)c1O	0%

Given as labelled records: three of the compounds above.
Brc1ccccc1CN1CCSCC1
  RNase H inhibition: 3%
O=C1OC(c2cccc(F)c2)=N/C1=C\c1ccc(OCc2cccc([N+](=O)[O-])c2)cc1
  RNase H inhibition: 22%
CCOc1ccc(NC(=O)c2c(NC(=O)c3ccc([N+](=O)[O-])cc3)sc3c2CCCC3)cc1
  RNase H inhibition: 18%

Further entries follow:
SMILES	RNase H inhibition
CN(C)S(=O)(=O)c1ccc(C(=O)Nc2ccc(I)cc2)cc1	12%
C=CCN1C(=O)/C(=C\c2ccc(OCc3ccccc3Cl)cc2)SC1=S	41%
Cc1cccc(NC(=O)c2ccc(OCC(C)C)cc2)c1	13%
O=C(Nc1ncc(Cc2ccccc2)s1)c1ccccc1Cl	2%
Cc1cc(Cl)ccc1S(=O)(=O)Oc1cccc2cccnc12	43%
CC1CCN(c2cc(N3CCN(C(=O)c4ccc(F)c(F)c4)CC3)c([N+](=O)[O-])cc2F)CC1	17%
CCCCCOC(=O)C1=C(C)NC2=C(C(=O)CCC2)C1c1cccc(Br)c1 (centres undefined)	0%
N#C/C(=C\c1ccc(Cl)cc1)c1nc(-c2ccccc2)cs1	10%
CCOC(=O)CCCCC(=O)c1[nH]c(=O)[nH]c1C	2%
COC(=O)C1=NN(C(C)=O)C(O)(c2ccccc2)C1 (centres undefined)	5%
COc1cc(C(=O)NC(=S)Nc2cccc(C(F)(F)F)c2)cc(OC)c1OC	12%
Cc1ccc(OCC(=O)N/N=C/c2ccc(I)o2)cc1C	1%
O=C(Cc1ccccc1)Nc1ccc2oc(-c3ccccc3Br)nc2c1	27%
CCOc1ccc(N2C(=O)S/C(=C\c3ccc(OC)cc3)C2=O)cc1	11%
COc1ccc(-c2csc(/C(C#N)=C/Nc3ccc(S(=O)(=O)Nc4nccs4)cc3)n2)cc1	6%

These rows are one share of the data; count on the stated rates, not on these rows.
